Bioassay records (PubChem)
Cardio protect: myocardial damage modulation in H9c2 cells; H9c2 cardiomyocytes, H2O2 injury protection, ATPLite, 2 h; protection from H2O2 cell death, % at 20 µM; 360,000 compounds, 0.63% hits; AID 588492;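 active means compounds giving at least 50% protection of heart cells from peroxide-induced death in the single-dose screen, raw or plate-pattern-corrected value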;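 further: 0% = DMSO wells with peroxide and 100% = DMSO wells without peroxide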
CaV13 ICDI inh: Primary screen for inhibitors of IQ motif and Ca2+-dependent inactivation inhibitor domain binding in CACNA1D, Förster resonance energy transfer in living cells, …; HEK cells, CFP/YFP FRET ICDI-IQ, plate reader, 10 min; percent FRET-ratio fall versus neutral wells; inhibition, % at 12.3 µM; 340,000 compounds, 0.098% hits;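 active means mean replicate inhibition of at least 30% and at least 1% of replicates passing that level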;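 further: 0% = median of the neutral control wells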
ABCB6 inh 2: blocks the human ABCB6 transporter; Q9NP58; K562-ABCB6 porphyrin accumulation, flow cytometry, 1 h; active compounds read low; fluorescence ratio to DMSO, % at 10 µM; 360,000 compounds, 0.19% hits; AID 602162;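 active means fluorescence ratio to DMSO below 75%, the collection mean minus 3 SD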;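 further: signal is porphyrin accumulated inside mitochondria; 100% equals median channel fluorescence of DMSO control wells; lower ratio means ABCB6 inhibition with less porphyrin fluorescence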
MC4R antag cAMP: human MC4R antagonism in cAMP assay; P32245; MC4R-expressing cells, MTII-stimulated cAMP, LANCE TR-FRET; inhibition, % at 6.5 µM; 360,000 compounds, 0.48% hits; AID 540295;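 active means inhibition above its plate's cutoff, the mean of tested wells on that plate plus 3 SD, cut at about 29% in these data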;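 further: 0% = Melanotan II alone and 100% = Melanotan II plus saturating MCL0020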
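Assay system: U2OS-MC4R stable cell line; Also added: Melanotan II; Technique: Eu-cAMP/anti-cAMP TR-FRET, emission 671 nm; Times: 30-min compound, 1-h challenge, 1-h detection, room temperature.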
Glyco luc inh: blocks N-linked glycosylation in D54 reporter cells. D54 ERlucT glycosylation luciferase reporter, 24 h; percent of 100 nM tunicamycin response. reporter increase, % at 12.5 µM. 360,000 compounds, 0.23% hits. AID 588692;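 active means mean luciferase reporter signal, scaled so untreated is 0 and the glycosylation-blocking control 100, at or above a set limit in every replicate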;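 further: luciferase carries N-glycosylation sites so blocking glycosylation raises the light; 0% = median of neutral control wells and 100% = median of 100 nM tunicamycin wells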
MC4R barr agon: activates human MC4R beta-arrestin recruitment; U2OS MC4R beta-arrestin complementation, luminescence; percent of melanotan II response, DMSO zero; 360,000 compounds, 0.98% hits; P32245; activation, % at 8.9 µM;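 active means activation above a per-plate cutoff, the mean activation of sample wells on that plate plus 3 SD, cut at about 8% in these data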
aDG glyco up: increases alpha dystroglycan glycosylation; activation, % at 10 µM; 360,000 compounds, 0.22% hits; Pro5-aDG cells, alpha-DG glycosylation AlphaScreen (IIH6); 0% Pro5, 100% B10-LARGE cell signal; AID 624168;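 active means activation of at least 8% versus controls, or a plate z-score of at least 8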;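 further: Pro5 are CHO cells carrying HIG-tagged alpha-DG that lacks glycosylation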
Vif imaging: inhibitors of HIV Vif; HEK293T cells, Vif self-association by quenched fluorescence, imaging, 24 h; inhibition, % at 7.49 µM; 340,000 compounds, 0.35% hits; AID 602346; in the data active means inhibition above about 50%, passing the limit was not always enough; further: some results filed as inactive read as strong as hits
PDI inh: inhibitors of human protein disulfide isomerase. PDI insulin aggregation turbidity, A650, 90 min. P07237. 350,000 compounds, 0.052% hits. inhibition, % at 10 µM. AID 588391;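 active means mean inhibition across replicates of 30% or more, whatever share of single replicates reach that level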;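 further: absorbance from insulin aggregation driven by PDI reduction with DTT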
Target sequence (P07237 whole entry, looked up): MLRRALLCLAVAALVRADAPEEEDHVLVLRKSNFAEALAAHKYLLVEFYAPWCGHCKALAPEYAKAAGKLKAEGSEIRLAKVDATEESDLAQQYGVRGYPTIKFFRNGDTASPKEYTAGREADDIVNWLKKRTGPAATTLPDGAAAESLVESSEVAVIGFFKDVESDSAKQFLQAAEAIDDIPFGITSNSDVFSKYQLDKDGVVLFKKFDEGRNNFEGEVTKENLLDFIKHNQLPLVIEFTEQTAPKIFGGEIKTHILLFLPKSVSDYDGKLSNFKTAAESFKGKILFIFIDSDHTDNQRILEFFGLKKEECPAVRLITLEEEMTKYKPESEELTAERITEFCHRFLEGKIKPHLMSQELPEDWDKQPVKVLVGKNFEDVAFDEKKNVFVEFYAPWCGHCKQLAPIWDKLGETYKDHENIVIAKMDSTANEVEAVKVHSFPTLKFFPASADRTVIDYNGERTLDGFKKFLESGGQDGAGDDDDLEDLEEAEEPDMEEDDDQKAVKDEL
HTR2A ag: activates the mouse 5-HT2A serotonin receptor; activation, % at 7.6 µM; CHO-K1 mHTR2A beta-arrestin complementation, luminescence; percent of 30 µM serotonin response; 360,000 compounds, 0.66% hits; P35363;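 active means activation above a run cutoff, the mean activation of all tested compounds plus 3 SD, cut at about 14% in these data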;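 further: 0% = plate median of compound wells and 100% = 30 µM serotonin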
Target sequence (P35363 whole entry, looked up): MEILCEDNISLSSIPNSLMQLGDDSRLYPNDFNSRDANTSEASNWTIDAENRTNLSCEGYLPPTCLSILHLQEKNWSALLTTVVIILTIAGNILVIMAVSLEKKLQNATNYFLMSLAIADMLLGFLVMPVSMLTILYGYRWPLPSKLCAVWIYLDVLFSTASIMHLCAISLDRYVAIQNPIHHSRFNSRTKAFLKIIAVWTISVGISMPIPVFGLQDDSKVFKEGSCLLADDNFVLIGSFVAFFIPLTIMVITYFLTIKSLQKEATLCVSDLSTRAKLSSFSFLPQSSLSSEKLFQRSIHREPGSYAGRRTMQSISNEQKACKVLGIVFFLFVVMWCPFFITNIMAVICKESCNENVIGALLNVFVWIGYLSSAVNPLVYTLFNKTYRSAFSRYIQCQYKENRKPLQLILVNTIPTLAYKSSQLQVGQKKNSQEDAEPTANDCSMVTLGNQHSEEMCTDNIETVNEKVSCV
Numbers without * were called inactive; . = not tested or not shown. The list is partial; the hit share may differ from the screen's.

SMILES	Cardio protect	CaV13 ICDI inh	ABCB6 inh 2	MC4R antag cAMP	Glyco luc inh	MC4R barr agon	aDG glyco up	Vif imaging	PDI inh	HTR2A ag
C=CCn1c(O)c(C=NCCCn2ccnc2)c(=O)[nH]c1=O	1	-4	92	1	2	0.4	0.1	-8	4	-4
CC(C)N1C(=O)CCC1C(=O)N1CCC2(CC1)OCCO2 (centres undefined)	4	-3	103	-2	2	-1.6	-0.1	19	-12	1
CCCCn1c(O)c(/C=N/NC(=O)c2ccncc2)c(=O)[nH]c1=S	-2	-4	99	-5	0	0.1	0.0	2	5	-1
O=C1NC(=O)C(=CCc2ccccc2)C(=O)N1	-1	-5	98	-8	1	-0.6	0.3	0	1	0
O=[N+]([O-])c1ccc(O)c([N+](=O)[O-])c1	-14	-5	93	9	-1	-1.8	-0.1	-20	6	2
COc1ccc(CCNCc2ccncc2)cc1	27	-5	103	1	2	0.3	0.1	-1	17	5
CN1CCN(c2nc3ccccn3c(=O)c2C=C2C(=O)N(C)C(=O)N(C)C2=O)CC1	4	.	97	10	2	-0.4	0.0	20	0	0
C[C@]1(O)CCC2C3CC[C@H]4C[C@@H](OC(=O)[C@@H](N)CCCCN)CC[C@]4(C)C3CC[C@@]21C (some centres undefined)	5	-6	104	23	-3	2.3	0.5	.	9	4
Brc1ccccc1CNCCc1ccc2c(c1)OCO2	3	-20	103	0	0	-0.9	0.1	-4	-7	13
CN1CCN(CCC(C#N)(c2ccccc2)c2ccccc2)CC1	13	-6	102	0	-1	-1.6	0.1	.	0	-6
Cn1cc(C(=O)N2CCCCC2)c2ccccc21	0	4	95	-3	2	-2.6	-0.2	5	0	-1
O=P1(N(CCCl)CCCl)NCCCO1 (centres undefined)	0	-5	102	5	4	-1.9	0.4	-1	1	-2
CN1CCC(N(C)c2ncnc3ccc(Br)cc23)CC1	9	-7	93	-3	-5	-0.6	-0.1	-7	7	-2
O=c1[nH]c(=S)n(-c2ccc(F)cc2)c(O)c1/C=N/N1CCOCC1	-4	-19	101	0	1	0.2	0.0	3	-12	0
CC(=O)O[C@H]1CCC2C3CC[C@H]4[C@@H](O)[C@H](O)CC[C@]4(C)C3CC[C@@]21C (some centres undefined)	-9	-6	95	7	-15	-0.1	0.2	-11	2	3
CC1(C)CC(CCNCc2ccc3c(c2)OCO3)(Cc2ccccc2)CCO1 (centres undefined)	10	-4	85	8	1	-1.3	0.1	4	3	0
COc1ccc(CN2C(=O)NC(=O)/C(=C\c3cc(OC)c(OC)c(OC)c3)C2=O)cc1	-6	-5	89	-3	2	0.5	-0.2	-3	-10	8
Cc1ccc(Cn2c(C)c3cnn(CC(=O)N4CCC5(CC4)OCCO5)c(=O)c3c2C)cc1	0	.	96	7	3	-1.9	0.2	-2	0	0
Cc1nonc1OCCNc1ccc([N+](=O)[O-])c2cccnc12	0	-4	72*	3	1	-0.3	-0.4	-23	-2	-5
Cc1ccc(S(=O)(=O)NC(CC(=O)N2CCC3(CC2)OCCO3)c2ccco2)cc1 (centres undefined)	-1	-3	97	6	1	-0.8	-0.1	3	2	-1
FC(F)(F)/C(=N\P(=S)(N1CCOCC1)N1CCOCC1)N1CCOCC1	7	-8	105	3	0	-0.5	0.2	22	11	4
COC(=O)C1=Nc2ccccc2/C1=C\c1c(O)n(-c2ccc(OC)cc2)c(=O)[nH]c1=O	17	-3	98	-3	-2	-1.7	-0.1	2	12	-1
CC(C)CCNC(=O)c1c(N)n(CC2CCCO2)c2nc3ccccc3nc12 (centres undefined)	-10	-5	101	7	-2	1.9	1.4	-12	15	1
O=C(c1cccc(Cl)c1)C1CCCN(Cc2cccc3cnccc23)C1 (centres undefined)	-15	-2	95	1	-1	-0.1	1.3	-24	-7	-9
CC12CCC(=O)C=C1CCC1C2C(O)CC2(C)C(O)CCC12 (centres undefined)	4	-5	95	18	1	0.7	0.2	-2	-6	8
COc1ccccc1-n1c(-c2ccccc2Cl)nc2ccccc2c1=O	0	-2	98	18	-5	-0.5	-0.1	-4	0	6
O=c1[nH]c(=S)[nH]c(O)c1/C=N/N1CCOCC1	2	-6	100	7	-2	0.0	0.0	15	-3	5
CC1CN(c2ccc([N+](=O)[O-])cc2Cl)CCN1 (centres undefined)	-4	-6	99	13	0	0.5	-0.3	-10	0	3
COc1nc2ccccc2nc1N1CC1	-1	-9	99	.	-5	.	-0.3	.	.	-4
C=C1C(=O)O[C@H]2[C@H]1[C@H](OC(=O)CC(=O)O[C@@H]1C[C@@H](C)[C@@H]3C=CC(=O)[C@@]3(C)[C@H]3OC(=O)C(=C)[C@H]13)C[C@@H](C)[C@H]1C=CC(=O)[C@]12C	-18	-9	95	1	5	-3.0	1.9	-2	3	4
COc1ccc(C(c2ccc(OC)cc2)C(Cl)(Cl)Cl)cc1	-4	.	100	13	-3	1.1	-0.2	4	.	-4
CCCCn1c(O)c(C(CC)=NCc2ccco2)c(=O)[nH]c1=O	1	.	102	12	3	0.0	0.4	-3	4	1
OC1(c2ccccc2F)CC2CCC(C1)N2CCN1CCOCC1 (centres undefined)	1	-4	97	2	1	-2.0	-0.1	4	4	0
Cc1ccc2c(c1)N(C(C)C(=O)N1CCC3(CC1)OCCO3)C(=O)CO2 (centres undefined)	0	-3	167	7	1	-1.2	0.0	2	5	0
CCc1ccccc1NC(=O)N1C[C@H]2C[C@@H](C1)c1cccc(=O)n1C2	1	.	103	3	-2	-0.5	0.0	-4	.	3
CCC(C)N1C(=O)/C(=C\c2cc3c4c(c2)CCCN4CCC3)C(=O)NC1=S (centres undefined)	6	-3	184	2	-2	-1.7	-0.4	-18	8	-1
NNC(=O)c1nc[nH]c1C(=O)Nc1ccc(Cl)cc1C(=O)c1ccccc1	4	22	83	2	-3	-1.4	-0.4	-3	-10	-1
N#Cc1ccc(/C=C/C(=O)O)cc1	3	-5	100	5	3	1.5	0.2	1	2	7
CC1([N+](=O)[O-])COP(=O)(NC2CCCC2)OC1 (centres undefined)	1	-7	97	6	-1	1.2	0.1	4	13	-1
CC1CC(C)(O)CC(C(O)CC2CC(=O)NC(=O)C2)C1=O (centres undefined)	3	-7	99	-4	-19	-1.4	-0.4	0	-48	2
N=c1c2c(n(Cc3ccc(Cl)cc3Cl)c3c1CCC3)CCCC2	-32	.	97	4	7	-2.2	0.1	-3	-6	-4
O=C(NCCCN1CC1)Nc1cccc2ccccc12	-3	-6	92	-6	-4	1.2	-0.1	0	5	0
COCc1cc(C2SCC(=O)Nc3c2c(=O)[nH]n3C(C)C)ccc1OC (centres undefined)	8	-6	91	8	-1	-1.5	0.2	2	15	3
CC(C)NC(C)C(=O)c1ccc2ccccc2c1 (centres undefined)	4	-6	105	5	1	-0.6	-0.2	-5	10	-4
Cc1ccc(C(O)P(=O)(Oc2ccccc2)Oc2ccccc2)cc1 (centres undefined)	-2	-5	94	5	1	1.7	0.0	-2	1	2
COc1ccc(CCNCc2ccc(F)cc2)cc1OC	2	-4	87	3	-1	-1.8	0.6	-4	-2	-1
CN1CCN(C(=O)COc2ccc(S(=O)(=O)Nc3ccc(F)cc3)cc2)CC1	-3	.	96	2	-1	-3.6	0.3	6	3	-4
CN1CCCC2c3ccccc3CCC21 (centres undefined)	-2	-14	99	10	0	-1.3	-0.2	0	-11	7
CCCCn1c(O)c(C(C)=NCCCn2ccnc2)c(=O)[nH]c1=O	0	-3	95	6	2	0.0	0.0	-3	-9	-1
O=C(CCc1ccccc1)N1Cc2cc(N3CCCCC3)ccc2-n2nncc2C1	0	-6	91	.	3	.	-0.6	0	.	2

Other entries.
SMILES	Cardio protect	CaV13 ICDI inh	ABCB6 inh 2	MC4R antag cAMP	Glyco luc inh	MC4R barr agon	aDG glyco up	Vif imaging	PDI inh	HTR2A ag
CC(=NCCC1=CCCCC1)c1c(O)[nH]c(=O)[nH]c1=O	10	.	109	-7	3	-2.5	-0.1	10	1	0
COC(=O)C1=C(c2ccc(S(C)(=O)=O)cc2)C[C@@H]2CC[C@H]1N2C(=O)N1CCC(O)CC1	-2	-5	99	14	1	-2.0	0.0	0	0	7
O=C1NC(=O)C2(CCCC2)C(=O)N1	-2	-3	96	-1	0	-1.4	0.0	7	-8	8
O=C1NCN(c2ccccc2)C12CCN(C(c1ccnc3ccccc13)c1nnnn1-c1ccc3c(c1)OCCO3)CC2 (centres undefined)	9	-7	96	.	0	.	1.8	-3	.	1
COc1ccc(-c2nn(CCC#N)cc2C(=O)NCc2ccccc2)cc1OC	7	-7	98	17	1	-2.0	-0.2	-2	16	3
O=C1NC(=O)N(C2CCCCC2)C(=O)C1C1c2ccccc2C(=O)N1Cc1ccccc1 (centres undefined)	2	1	99	7	0	0.9	0.0	-6	3	-5
COc1ccc2c(c1)NP(=S)(Oc1ccccc1)N2 (centres undefined)	12	-19	100	1	3	1.9	0.0	18	-4	1
O=c1[nH]c(=O)n(-c2ccccc2)c(O)c1N=Nc1ccc(Br)cc1	0	-8	85	-6	6	-1.4	0.0	1	-2	7
N#CCP(=S)(c1ccccc1)c1ccccc1	1	-3	99	6	-2	-2.4	-0.2	-2	-7	-3
O=C(Cc1ccccc1)N1CCN(C2CCCC2)CC1	15	-4	105	-4	1	-1.5	-0.1	6	0	4
CCOC(=O)C(NC(=O)C(Cc1ccc(N(CCCl)CCCl)cc1)NC(C)=O)C(C)C (centres undefined)	5	-7	102	6	1	-0.4	0.1	14	-1	-1
Oc1ccc(Cl)cc1	-2	-6	98	5	-1	-0.4	-0.2	-2	-2	-3
O=c1[nH]c(=S)n(Cc2ccco2)c(O)c1C=NCc1cccs1	5	-5	106	-2	0	2.5	-0.3	12	-11	-1
Cc1cc(C(=O)Nc2ccccc2)nn1C(C)(C)C	-6	-5	95	-1	-3	-2.8	-0.3	-9	0	0
O=C(Cc1ccccc1)OCn1nnc2ccccc2c1=O	12	-8	89	0	3	0.3	-0.1	140*	15	2
CC1CN=C(NCc2ccccc2Cl)S1 (centres undefined)	4	-3	99	7	-1	-0.9	0.1	-4	9	-1
Cc1ccc(OCCOc2cccc(C=C3C(=O)NC(=O)NC3=O)c2)cc1	-7	-3	97	10	-8	-0.5	-0.1	-3	5	1
CC(C)COc1ccc(Cc2c(O)[nH]c(=S)[nH]c2=O)cc1	-2	-21	99	1	0	-0.1	0.0	5	-6	3
Cc1cccn2c(=O)c3c(nc12)N1CCc2ccccc2C1C1(C3)C(=O)NC(=O)N(C)C1=O (centres undefined)	24	-9	97	18	2	0.2	-0.1	6	-5	2
Nc1ncn[nH]1	4	-7	104	22	1	0.8	0.0	-5	4	1
